B2AR arrestin ag: beta-arrestin recruitment by human beta2-adrenergic receptor ligands | P07550 | 44,000 tested, under 10 active | AID 1347077 | HTLA Tango cells, beta-arrestin recruitment, luciferase luminescence, 18 h | Potency, µM (highest dose often 46.1 µM), inactives show at the highest dose activation, most hits filed as activators;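 also: potency is read from the fitted curve at half-maximal effect; 0% = DMSO and full agonism = EC100 isoproterenol or metaproterenol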
Target sequence (P07550 whole entry, looked up): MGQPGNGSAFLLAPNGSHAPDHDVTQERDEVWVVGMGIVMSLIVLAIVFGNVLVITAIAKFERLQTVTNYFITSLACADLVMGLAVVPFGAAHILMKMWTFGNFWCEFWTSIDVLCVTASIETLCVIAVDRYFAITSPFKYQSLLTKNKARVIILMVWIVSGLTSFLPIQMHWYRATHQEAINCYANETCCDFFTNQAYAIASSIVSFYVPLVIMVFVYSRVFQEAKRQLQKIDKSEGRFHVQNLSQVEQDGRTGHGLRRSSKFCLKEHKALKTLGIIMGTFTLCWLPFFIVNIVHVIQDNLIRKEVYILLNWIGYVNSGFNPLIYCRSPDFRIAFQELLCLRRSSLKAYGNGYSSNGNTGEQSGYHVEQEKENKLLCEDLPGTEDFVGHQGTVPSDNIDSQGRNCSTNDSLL
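Ligand-induced beta-arrestin recruitment to recombinant beta2-AR is measured via a tTA-driven luciferase reporter in Tango cells after 18 hr compound exposure at 37 degrees C. Concentrations span up to 46 microM.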
TSG101-PTAP inh: inhibitors of HIV-1 PTAP binding to human TSG101, validation | Q99816 | Fluorescence polarization, FITC-PTAP peptide/Tsg101, 20 min | Potency, µM (top dose mostly 115 µM), for inactives: at the top dose activity change, negative = inhibition, hits mostly inhibitors | 44,000 tested, under 10 active | AID 1347069; also: potency is read from the fitted curve at half-maximal effect; 0% is about no effect
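The Tsg101 binding domain, at 10 uM final, is mixed with compound and a FITC peptide bearing the PTAP motif (50 nM final). After 20 min at r.t., polarization is measured; actives defined by CRC class, efficacy cut-off 60% inhibition.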
NTMT1 inh: NTMT1 methyltransferase inhibition; NTMT1 MTase-Glo SAH luminescence, purified enzyme; actives 2.5% (n = 59,000); Potency, µM (doses to about 114 µM), without a hit: at the highest dose activity change, negative = inhibition, hits mostly inhibitors; Q9BV86; AID 1645870;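 also: potency is read from the fitted curve at half-maximal effect; plate controls were DMSO vehicle for no effect and no enzyme for full effect; nearly all actives have a fitted effect of over 65% in size; many of its hits are not listed in these tables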
Target sequence (Q9BV86 whole entry, looked up): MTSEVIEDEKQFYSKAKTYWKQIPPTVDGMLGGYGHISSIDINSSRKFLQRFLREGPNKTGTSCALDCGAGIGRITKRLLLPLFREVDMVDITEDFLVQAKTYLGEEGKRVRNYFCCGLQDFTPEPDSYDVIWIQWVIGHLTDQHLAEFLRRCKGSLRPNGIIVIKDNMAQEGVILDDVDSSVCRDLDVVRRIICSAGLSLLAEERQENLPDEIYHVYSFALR
p53null 32C kill: selectivity test: cytotoxicity in p53 null cells, permissive temperature | H1299-neo p53 null cells, ATP luminescence, 24 h, 32C | Potency, µM (series often up to 46.1 µM), for inactives: at the top dose activity change, negative = cytotoxicity, hits mostly cytotoxic | actives 0.62% (n = 55,000);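 also: potency is read from the fitted curve at half-maximal effect; 0% = DMSO only and -100% = full killing by 100 µM tamoxifen; nearly all actives have a fitted effect of over 55% in size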
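Luminescent ATP readout gave cell viability of p53-null H1299-neo cells after a 24 h compound exposure at the permissive 32C. Titrations ran up to 46 uM, and AC50s were fitted with the standard Hill equation.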
p53null 39C tox: p53 null cell cytotoxicity, nonpermissive temperature. actives 0.97% (n = 55,000). H1299 p53-null (neo) cells, 39C, ATPlite viability, 24 h. Potency, µM (doses to about 46.1 µM), without a hit: top-dose activity, negative = cell killing, most hits filed as cytotoxic;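 also: potency is read from the fitted curve at half-maximal effect; 0% = DMSO only and -100% = full killing by 100 µM tamoxifen; nearly all actives have a fitted effect of over 50% in size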
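Cells seeded at 600/well, 37C overnight. Compound added (up to 46 uM), plates shifted to 39C for 24 hr. ATPlite added, luminescence read after 20 min at room temperature.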
GALK inh: GALK (human) enzyme inhibition; P51570; recombinant GALK, Kinase-Glo ATP luminescence, 1 h; Potency, µM (highest dose often 57.5 µM), for inactives: top-dose activity, negative = inhibition, hits mostly inhibitors; 44,000 tested, under 10 active;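 also: plate controls were full GALK reaction for no effect and reaction lacking GALK for full effect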
Target sequence (P51570 whole entry, looked up): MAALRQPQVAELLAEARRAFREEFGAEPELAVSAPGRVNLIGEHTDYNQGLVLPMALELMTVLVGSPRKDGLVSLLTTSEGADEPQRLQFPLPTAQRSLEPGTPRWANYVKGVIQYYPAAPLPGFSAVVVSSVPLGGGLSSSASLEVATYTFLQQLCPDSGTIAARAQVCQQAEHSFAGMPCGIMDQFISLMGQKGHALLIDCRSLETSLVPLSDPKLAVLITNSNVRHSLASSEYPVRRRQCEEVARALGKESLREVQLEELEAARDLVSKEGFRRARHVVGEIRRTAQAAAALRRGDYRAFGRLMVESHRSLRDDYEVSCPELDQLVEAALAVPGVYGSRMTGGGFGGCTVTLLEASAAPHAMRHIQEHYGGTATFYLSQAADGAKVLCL
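Compounds were pinned into ATP buffer, then GALK-galactose mix was added (final 5 nM enzyme, 35 uM ATP, 100 uM galactose, pH 8.0). After 1 h at room temperature, Kinase-Glo Plus was added and luminescence read.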
FH mod: Identification of activators of human fumarate hydratase by quantitative high-throughput screening. FH coupled MDH/diaphorase resazurin fluorescence, 15 min. Fumarate hydratase, mitochondrial (Homo sapiens), P07954. actives 0.22% (n = 54,000). Potency, µM (titrated, usually from 79.9 µM), for inactives: at the top dose activity change, negative = inhibition, hits mostly inhibitors; also: potency is read from the fitted curve at half-maximal effect; % is scaled to controls: 0 for no effect and ±100 for the full control effect; the screen sought activators but most active calls are inhibition curves; nearly all actives have a fitted effect of over 45% in size
* = called active by the depositor; ? = inconclusive; . = not tested or not shown; [ ] = dose if it differs, or a comment. Calls follow the shape of the dose curve; as a rule, active = well fitted curve in the direction sought with a large enough effect; inconclusive = small, poorly fitted or top-dose-only effect, or another doubt; inactive = no such curve, though single readings can be large; an effect the other way counts as inactive or inconclusive.

Every second line gives: NTMT1 inh, B2AR arrestin ag, TSG101-PTAP inh, FH mod, GALK inh, p53null 39C tox, p53null 32C kill
- COC(=O)c1ccc(Nc2ncnc3c2cnn3-c2ccccc2)cc1
    -13%, 1%, -1%, -10%, -1%, 3%, -2%
- CCCn1c(=O)c2sccc2n2c(CCCC(=O)Nc3cccc(CC)c3)nnc12
    -4%, -1%, 0%, -5%, 5%, 0%, -2%
- Cc1ccc(Cl)cc1N1CCN(c2nc3ccccc3c3nc(-c4cccnc4)nn23)CC1
    7%, 0%, -3%, -12%, 0%, 9%, 2%
- N=c1n(CCO)c2ccccc2n1Cc1ccccc1F
    4%, 1%, -6%, -13%, 0%, -7%, -4%
- CCOc1ccc(-n2cc(-c3ccccc3)c3c(Nc4cccc(F)c4)ncnc32)cc1
    4%, 0%, 1%, 1%, -1%, -7%, 9%
- O=[N+]([O-])c1ccc(C(c2sc3nc(-c4ccco4)nn3c2O)N2CCN(Cc3ccccc3)CC2)cc1 (centres undefined)
    -4%, -2%, -3%, -18%, 3%, 1%, 9%
- Cc1ccccc1NC(=O)c1c(NC(=O)c2cccs2)sc2c1CCC(C)C2 (centres undefined)
    15%, 0%, 0%, -12%, 0%, -13%, -2%
- CCC1CCCCN1S(=O)(=O)c1ccc2c(c1)CCCN2C(C)=O (centres undefined)
    -2%, -1%, -5%, 5%, 0%, -7%, 4%
- CCCC(C(=O)NCc1cccc(Cl)c1)N1Cc2ccccc2C1=O (centres undefined)
    2%, 2%, -7%, 3%, -4%, -13%, -3%
- Cc1cccc(C)c1Nc1c(-c2ccccn2)nc2ccc(Cl)cn12
    13%, -1%, -1%, -4%, 4%, -12%, 6%
- Cc1cccc(-n2c(-c3ccco3)nc3c(cnn3-c3ccccc3C)c2=O)c1
    -27%, 0%, 1%, -12%, 1%, 13%, 2%
- Cc1nn(-c2ccc(N3CCOCC3)nn2)c(C)c1CCC(=O)NCc1ccc(F)cc1
    4%, 0%, 0%, 5%, 1%, -3%, -12%
- CCc1ccccc1NC(=O)CCC(=O)N1CC(C)Oc2ccc(C)cc21 (centres undefined)
    -1%, -2%, -2%, 8%, 2%, 21%, -1%
- Cn1cc(S(=O)(=O)N2CCCCCC2)cc1C(=O)Nc1ccc(Cl)c(C(F)(F)F)c1
    7%, 1%, -1%, -6%, -4%, 1%, 3%
- O=C(NCCc1ccc(Cl)cc1)c1ccc2c(c1)N(Cc1ccc(F)cc1Cl)C(=O)CS2
    -6%, 1%, 1%, 3%, 1%, -20%, -21%
- Cc1cccc(C(=O)NCC(c2ccc3c(c2)OCO3)N2CCOCC2)c1 (centres undefined)
    14%, 0%, -6%, 0%, 1%, 6%, -7%
- CCN(Cc1ccccc1)C(=O)Cn1c(=O)n(-c2cccc(C)c2)c(=O)c2c1c1cc(C)ccc1n2C
    -16%, 1%, -4%, 4%, -4%, 15%, -2%
- Cc1nc(-c2ccc(C)c(S(=O)(=O)N3CCC(C(=O)NCc4ccc(Cl)cc4)CC3)c2)no1
    3%, -2%, -1%, -18%, 0%, -6%, -10%
- COc1cc(NC(=O)NC(C)c2c(-n3cccc3)sc3c2CCN(C)C3)cc(OC)c1 (centres undefined)
    32%, 5%, -4%, -17%, -1%, 26%, 25%
- Cc1cccc(N2CCN(C(=O)Nc3ccc(F)cc3)CC2C)c1 (centres undefined)
    7%, -2%, 0%, -9%, -1%, -3%, -3%
- COc1ccc(Nc2ncc3c(n2)CCN(Cc2sccc2C)C3)c(OC)c1
    1%, -1%, 1%, -11%, -3%, 0%, 1%
- Cc1cc2c(cc1S(=O)(=O)Nc1cccc(C(F)(F)F)c1)OCCN2C
    -4%, 1%, -2%, -12%, -10%, -3%, 16%
- COc1ccc(N2C(=O)CSC23C(=O)N(C)c2ccccc23)cc1Cl (centres undefined)
    -7%, 0%, 1%, 0%, 0%, 15%, -1%
- COc1ccc(-n2c(SCC(=O)NCc3ccc(Cl)cc3)nc3ccsc3c2=O)cc1
    7%, 1%, 2%, 3%, 0%, 0%, 9%
- CCc1ccc(-c2nn(CC(=O)NC3CCCC3)c3c2cnc2ccc(F)cc23)cc1
    -3%, 0%, -1%, -6%, 4%, -10%, 2%
- CCc1nnc(NC(=O)CSc2nc3c([nH]c4ccccc43)c(=O)n2-c2ccc(Cl)cc2)s1
    9%, 0%, 0%, 9%, 2%, -10%, -1%
- O=C(Nc1ccc2nc(SCCOc3ccccc3Cl)sc2c1)c1cccs1
    33%[activator], -4%, 8%, -17%, 6%, ?, -9%
- COc1ccc(-c2nc(Cn3c(SCc4ccc(F)cc4)nc4cccnc43)c(C)o2)cc1
    11%, 1%, 0%, ?, 5%, -9%, -7%
- O=C(CSc1cn(CC(=O)N2CCOCC2)c2ccccc12)Nc1ccccc1
    0%, 0%, 0%, 0%, -11%, 26%, -9%
- O=c1c2sc3ccccc3c2n(Cc2cccc(F)c2)c(=O)n1CCc1ccccc1
    17%, 0%, -1%, -9%, 7%, 5%, ?

Gathered by group, the compounds so far with an aryl methoxy group.
Every second line gives: NTMT1 inh, B2AR arrestin ag, TSG101-PTAP inh, FH mod, GALK inh, p53null 39C tox, p53null 32C kill
- COc1cc(NC(=O)NC(C)c2c(-n3cccc3)sc3c2CCN(C)C3)cc(OC)c1 (centres undefined)
    32%, 5%, -4%, -17%, -1%, 26%, 25%
- COc1ccc(Nc2ncc3c(n2)CCN(Cc2sccc2C)C3)c(OC)c1
    1%, -1%, 1%, -11%, -3%, 0%, 1%
- COc1ccc(N2C(=O)CSC23C(=O)N(C)c2ccccc23)cc1Cl (centres undefined)
    -7%, 0%, 1%, 0%, 0%, 15%, -1%
- COc1ccc(-n2c(SCC(=O)NCc3ccc(Cl)cc3)nc3ccsc3c2=O)cc1
    7%, 1%, 2%, 3%, 0%, 0%, 9%
- COc1ccc(-c2nc(Cn3c(SCc4ccc(F)cc4)nc4cccnc43)c(C)o2)cc1
    11%, 1%, 0%, ?, 5%, -9%, -7%

(next part)
Every second line gives: NTMT1 inh, B2AR arrestin ag, TSG101-PTAP inh, FH mod, GALK inh, p53null 39C tox, p53null 32C kill
- Cc1cc(=O)n(Cc2ccc(Br)cc2F)c2c1c(C)nn2-c1ccccc1
    -3%, 1%, 3%, -1%, -2%, -8%, -2%
- COc1ccc(C2C=C(c3ccccc3)Nc3nc(NC(=O)/C=C/c4ccccc4OC)nn32)cc1 (centres undefined)
    15%, -2%, -1%, 4%, -1%, 13%, 2%
- COC(=O)c1ccc(NC(=O)n2ncc3c(C)cccc32)cc1
    -6%, -3%, -2%, -7%, -9%, 2%, -4%
- Cc1cccc(N(C)c2nc3ccc(C(=O)c4ccccc4)cc3n3c(C)nnc23)c1
    10%, 1%, -3%, -20%, 0%, 28%, 19%
- CCN(CC)c1ccc(NC(=O)CN2C(=O)c3cccnc3Sc3ccccc32)c(C)c1
    -13%, 0%, -5%, -9%, 0%, -7%, -2%
- Cc1ccc(-c2cn3ccc(C)cc3n2)cc1
    -1%, 0%, 1%, 19%, -1%, 0.79µM*, 0.63µM*
- CCOc1ccc(C(CC(=O)O)N2Cc3ccccc3C2=O)cc1OC (centres undefined)
    30%, 1%, -3%, -15%, 8%, 2%, 2%
- COc1ccc(C(=O)Oc2ccc(C(c3c(C)[nH][nH]c3=O)c3c(C)[nH][nH]c3=O)cc2OC)cc1
    2%, -2%, -2%, -3%, 0%, 50%[activator], 5%
- COc1ccc(C)cc1NC(=O)c1ccc(=O)n(Cc2ccccc2)c1
    11%, -3%, -1%, -9%, 2%, 14%, -4%
- CCc1ccc2oc(-c3ccc(NC(=O)c4ccc(OC)c(Br)c4)cc3)nc2c1
    -5%, 1%, -1%, 3%, 1%, 5%, -1%

Structures from the list above with a CF3 group (2):
Every second line gives: NTMT1 inh, B2AR arrestin ag, TSG101-PTAP inh, FH mod, GALK inh, p53null 39C tox, p53null 32C kill
- Cn1cc(S(=O)(=O)N2CCCCCC2)cc1C(=O)Nc1ccc(Cl)c(C(F)(F)F)c1
    7%, 1%, -1%, -6%, -4%, 1%, 3%
- Cc1cc2c(cc1S(=O)(=O)Nc1cccc(C(F)(F)F)c1)OCCN2C
    -4%, 1%, -2%, -12%, -10%, -3%, 16%

Next compounds
Every second line gives: NTMT1 inh, B2AR arrestin ag, TSG101-PTAP inh, FH mod, GALK inh, p53null 39C tox, p53null 32C kill
- COc1ccc(C2=NN(CC(=O)NCCc3ccccc3)C(=O)CC2)cc1
    5%, 0%, -8%, -9%, -3%, 31%[activator], 7%
- COc1ccc(-n2nc3c(N4CCC(C(=O)NCCc5ccccc5)CC4)nnc(C)c3c2C)cc1
    -13%, 1%, -1%, 6%, 0%, -4%, -1%
- Cc1ccc(NC(=O)c2cn(-c3ccccc3)nc2-c2ccccc2)cc1
    0%, 1%, 1%, -16%, 1%, 9%, 3%
- CC(=O)c1ccc(NC2=NS(=O)(=O)c3ccccc32)cc1
    2%, -2%, 2%, ?, ?, 7%, -14%
- CCOc1ccc(-n2c(=O)c3c4c(sc3n(Cc3cccc(Cl)c3)c2=O)CCCC4)cc1
    3%, 0%, 0%, 6%, 5%, 0%, -6%
- CCc1ccccc1NC(=O)C(=O)NCCc1sc(-c2cccc(C)c2)nc1C
    16%, 0%, 1%, -4%, 1%, 26%, 3%
- CN1C(=O)C2(SCC(=O)N2c2ccc(F)cc2)c2ccccc21 (centres undefined)
    4%, 0%, -2%, -9%, -2%, -1%, -7%
- Cc1c(C(=O)N(Cc2ccccc2F)C2CCS(=O)(=O)C2)oc2ccc(F)cc12 (centres undefined)
    0%, 0%, -6%, -16%, 4%, -3%, 6%
- CCOCCCNC(=O)c1cnc2sc(N3CCCCCC3)nn2c1=O
    -3%, -1%, -2%, 2%, 1%, 15%, 7%
- CN(C)CCN(Cc1ccco1)C(=O)c1oc2ccccc2c1NC(=O)c1ccccc1
    -10%, 1%, -7%, 6%, 0%, ?, -7%
- CCOc1ccccc1-c1noc(CSc2nnc(-c3ccccc3)n2-c2ccc(F)cc2)n1
    17%, 0%, -3%, ?, 3%, 35%[activator], 34%[activator]
- Cc1cc(C)c2c(n1)SCC(=O)N2CC(=O)Nc1ccccc1C
    7%, -3%, 0%, -4%, 7%, -9%, -1%
- O=C(CCCn1c(=O)[nH]c2ccsc2c1=O)N1CCN(c2ccc(Cl)cc2)CC1
    -4%, 0%, 0%, -19%, 1%, -3%, 9%
- O=C(NCC(c1cccs1)S(=O)(=O)c1cccs1)c1ccccc1 (centres undefined)
    4%, -3%, -6%, 8%, 0%, 0%, -2%
- CCOC(=O)COc1cc(C)c(Cl)cc1C(=O)c1ccn2nc(-c3ccc(OC)cc3)cc2n1
    -8%, 0%, -7%, 0%, 4%, ., .
- Cc1cccc(N2CCN(S(=O)(=O)c3ccc(F)c(C(=O)Nc4ccc(C(C)C)cc4)c3)CC2)c1C
    -6%, -1%, -3%, -4%, 2%, 32%[activator], 1%

Bioassay records: PubChem BioAssay, National Center for Advancing Translational Sciences (NCATS)

This is a subset, so the mix of outcomes need not match the whole.
